# ARNT-TACC3 inh: disruptors of ARNT/TACC3 protein interaction, primary screen, biochemical, AlphaScreen, single concentration; AID 623870, 2012; inhibition, % at 9.99 µM; 0.66% of 390,000 active; Transforming acidic coiled-coil-containing protein 3 (Homo sapiens), Q9Y6A5; AlphaScreen His-ARNT PAS-B/GST-TACC3 binding, luminescence; TACC3 fragment carries E629A point mutation;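 active = mean inhibition of replicates at least 50% and at least half of replicates each reaching 50%; inconclusive = half or more replicates reach 50% but mean below 50%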;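 also: 0% = complete ARNT plus TACC3 wells and 100% = ARNT alone without TACC3; many hits fall short of the cut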
# PAX8 reporter: inhibitors of PAX8-driven TPO luciferase reporter, primary screen, RMG-I cells, single concentration. SteadyGlo, 24 h. 1.2% of 360,000 active. inhibition, % at 12.6 µM;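 active = mean replicate inhibition at least 60% with every replicate also reaching 60%; inconclusive = only one of the two criteria is met; inactive = mean below 60% and not all replicates reaching 60%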;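 also: luciferase light reporting Pax8 driven TPO promoter activity; plate controls were median of neutral control wells for no effect and mitoxantrone controls for full effect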
# ERp5 inh: inhibitors of ERp5-driven insulin aggregation, primary screen, biochemical, turbidity, absorbance 650 nm, single point. Protein disulfide-isomerase A6 (Homo sapiens), Q15084. 90 min. inhibition, % at 9.99 µM. 0.05% of 350,000 active;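 active = mean replicate inhibition above about 25%, with every replicate also reaching it, limit read from the data, passing the limit was not always enough; inconclusive = only one of those two criteria met; inactive = neither criterion met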
# Target sequence (Q15084 whole entry, looked up): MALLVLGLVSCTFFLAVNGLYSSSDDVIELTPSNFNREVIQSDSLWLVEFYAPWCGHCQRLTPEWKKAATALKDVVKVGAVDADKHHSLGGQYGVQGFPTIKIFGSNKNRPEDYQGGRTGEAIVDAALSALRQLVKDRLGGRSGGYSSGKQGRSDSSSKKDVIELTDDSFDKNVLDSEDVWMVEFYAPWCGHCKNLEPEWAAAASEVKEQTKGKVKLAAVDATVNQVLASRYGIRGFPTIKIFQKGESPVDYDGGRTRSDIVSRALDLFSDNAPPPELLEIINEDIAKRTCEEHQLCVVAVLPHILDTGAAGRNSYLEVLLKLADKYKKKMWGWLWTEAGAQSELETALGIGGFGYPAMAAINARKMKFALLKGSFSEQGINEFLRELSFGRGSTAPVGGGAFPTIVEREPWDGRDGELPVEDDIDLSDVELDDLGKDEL
# DENV2 CPE rescue: inhibitors of DENV2 cytopathic effect, primary screen, cell-based, plate reader, single concentration | 1.7% of 350,000 active | AID 651640, 2012 | CPE inhibition, % at 9.99 µM | DENV2-infected cells, cytopathic effect rescue; in the data active = CPE inhibition above about 20%, passing the limit was not always enough; inconclusive = no clear call, values can overlap the other calls; tested in BHK-21 cells;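 also: 0% = median of neutral control wells and 100% = median of positive control wells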
# F508del corr: F508del CFTR correction, initial screen, CFBE line, single point; 0.36% of 350,000 active; activity (quench increase), % at 7.58 µM; AID 720511, 2013; CFBE cells, YFP halide quenching; stimulated with forskolin plus potentiator P3; % fluorescence drop versus neutral controls;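 active = mean added fluorescence quench of at least 8% versus neutral control, with both replicates also reaching 8%; inconclusive = only one of the mean or replicate conditions met; inactive = mean below 8% and not both replicates reaching 8%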;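 also: cells transiently co-express mutant CFTR-F508del with the halide-sensitive YFP; corrector assay measuring rescue of mutant channel to the surface after 24 h compound exposure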
# EWS-Fli inh: EWS/Fli-driven NR0B1 reporter inhibitors, primary screen, A673 cells, NR0B1 luciferase, luminescence, MLPCN library | viability-normalised | inhibition, % at 12.6 µM | 0.67% of 350,000 active | AID 651661, 2012;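 active = mean inhibition of at least 50% after viability correction, with every replicate also passing that limit; inconclusive = mean reaches 50% but only one of two replicates passes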;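 also: firefly luciferase signal divided by Alamar Blue viability fluorescence both relative to DMSO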
# GSIS activator: GLuc luminescence reporter in INS-1E cells, primary screen for activators of glucose-dependent secretion of insulin; INS-1E GLuc reporter insulin secretion, 2-3 h; 0.61% of 370,000 active; activation, % at 16.6 µM;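 active = lowest replicate activation of at least 40%, so every replicate reaches that level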;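 also: 0% = median of neutral control wells and 100% = median of IBMX positive control wells; some compounds called inactive have numbers as strong as hits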
# Xi reactivation: activators of inactive X chromosome reactivation, primary screen, imaging, XiGFP fibroblasts, GFP high-content imaging, set 2; 0.055% of 360,000 active; activation, % at 7.58 µM; XiGFP mouse fibroblasts, % GFP-positive cells imaging, 3 d; cells co-treated with 5-aza-dC sensitizer; scaled so ellipticine positive control = 100%;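 active = mean normalized replicate activation at least 10% and every replicate at or above 10%; inconclusive = only one of the two criteria met; inactive = mean below 10% and not all replicates reach 10%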;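 also: 0% = median of on-plate neutral control wells and 100% = ellipticine 6 µM median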
#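 System: SV40-immortalized XiGFP fibroblast cells, line 68-5-11 / Incubation: 3-day compound exposure, then 15 min fixation at room temperature / Compound: single concentration per compound, delivered by pin transfer / Buffer or medium: DMEM plus 5-aza-dC sensitizer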
# An asterisk follows results filed as active; ? = inconclusive; . = no result given.
SMILES	EWS-Fli inh	F508del corr	DENV2 CPE rescue	Xi reactivation	ERp5 inh	PAX8 reporter	GSIS activator	ARNT-TACC3 inh
C/C=C(\C)C(=O)OC(C)(C)[C@H]1Cc2cc3ccc(=O)oc3cc2O1	8	0.1	12	0.8	-3	6	-17	-11
CCN(CC)C(=O)CC(c1cc(OC)c(OC)c(OC)c1)c1c(O)cc(OC)cc1OC (stereo not drawn)	-12	-1.7	0	-0.3	2	0	19	-5
C[C@@H]1CN([C@H](C)CO)C(=O)c2cc(NC(=O)Nc3ccc(C(F)(F)F)cc3)ccc2O[C@@H]1CN(C)Cc1ccncc1	12	0.4	57*	-0.2	4	1	-1	3
CC(C)(C)C(=O)N1CCN(S(=O)(=O)c2ccc3c(c2)OCCCO3)CC1	8	-2.9	0	0.0	-2	3	3	2
OC(CN1CCNCC1)Cn1c2ccccc2c2ccccc21 (stereo not drawn)	-16	1.3	-8	0.4	1	4	-12	8
COc1ccc(C(CNC(=O)c2ccc(S(=O)(=O)N3CC(C)CC(C)C3)cc2)N(C)C)cc1 (stereo not drawn)	13	3.9	-5	0.5	7	-9	.	4
CN(Cc1nc(Cc2ccccc2F)no1)Cc1cccc2ncccc12	-1	0.6	-5	0.0	1	9	-9	-3
COCC#Cc1cnc2c(c1)C(=O)N([C@@H](C)CO)C[C@H](C)[C@H](CN(C)C(=O)C1CC1)O2	-5	1.9	-7	-0.1	0	.	14	-6
CC(=O)Nc1ccc(S(=O)(=O)Nc2cc(Cl)ccc2N2CCOCC2)cc1	4	5.7	?	0.5	12	21	1	4
Cc1ccccc1NC(=S)N(Cc1cccnc1)Cc1ccccc1Cl	-11	0.1	-1	-0.2	1	18	-5	1
O=C(Nc1ccccn1)c1ccc2c(c1)OCCO2	-18	-1.0	-6	0.0	1	-73	9	-9
Cc1ccc(Nc2c([N+](=O)[O-])c(=O)n(C)c3ccccc23)cc1C	9	-0.6	-3	.	6	.	8	7
CC(=O)N1[C@H](CO)[C@H](c2ccccc2)[C@H]1CNC(=O)CN1CCOCC1	2	-2.7	-10	0.0	0	3	9	-6
CCCNC(=O)Nc1ccc2c(c1)OC[C@H](C)N(Cc1cccnc1)C[C@H](C)[C@H](OC)CN(C)C2=O	5	-1.2	-7	0.4	11	-11	12	2
O=C(CNS(=O)(=O)c1c(F)cccc1F)NC1CCCc2ccccc21 (stereo not drawn)	12	2.8	-11	0.1	12	14	.	-7
CC(=O)N1[C@@H]2c3ccc(C4=CCCC4)c(=O)n3C[C@H]1[C@H](CO)[C@H]2C(=O)NCC1CC1	6	-4.7	0	0.4	-1	.	6	.
FC(F)(F)c1nnc2ccc(Cl)nn12	7	0.1	-3	0.0	0	5	2	.
COc1ccc(C2=CN3CCCCC3CC2=O)cc1OC (stereo not drawn)	-36	3.8	?	0.1	1	-38	7	-3
COc1ccc(C#Cc2ccc3c(c2)O[C@H](CN(C)S(=O)(=O)c2ccccc2F)[C@H](C)CN([C@@H](C)CO)S3(=O)=O)cc1	2	2.4	4	-0.8	-1	-2	-7	16
Cc1ccc(N2CC(C(=O)Nc3nnc(SCC(=O)NCC4CCCO4)s3)CC2=O)cc1C (stereo not drawn)	.	-4.8	?	0.0	1	13	-12	-6
O=C(c1ccccc1Br)N1CCCC(c2nc(-c3cccs3)no2)C1 (stereo not drawn)	-17	0.3	-7	0.3	-3	-50	-14	-10
CCNC(=O)[C@@H]1[C@@H](CO)[C@@H]2Cn3c(ccc(-c4ccccc4)c3=O)[C@H]1N2C(=O)c1ccccn1	-13	0.6	3	0.4	-3	.	1	15
CCN(C[C@H]1N[C@@](Cc2ccccc2)(C(=O)OC)[C@H]2C(=O)N(Cc3ccccc3)C(=O)[C@@H]12)C(C)=O	-2	1.4	-6	0.6	4	4	-4	-5
O=C(c1c(O)cc(O)cc1O)C1c2c(cc(O)c3c2O[C@H](c2ccc(O)cc2)[C@@H](O)C3)OC1c1ccc(O)cc1 (stereo partly drawn)	-22	1.7	4	0.1	-1	3	-18	-67
O=C(NC1CCN(S(=O)(=O)c2ccc(F)cc2)CC1)c1ccc(F)cc1	1	-0.7	-2	0.0	1	-15	16	0

# Ordered by number of heavy atoms (lowest first): some entries from above.
SMILES	EWS-Fli inh	F508del corr	DENV2 CPE rescue	Xi reactivation	ERp5 inh	PAX8 reporter	GSIS activator	ARNT-TACC3 inh
O=C(Nc1ccccn1)c1ccc2c(c1)OCCO2	-18	-1.0	-6	0.0	1	-73	9	-9
Cc1ccc(N2CC(C(=O)Nc3nnc(SCC(=O)NCC4CCCO4)s3)CC2=O)cc1C (stereo not drawn)	.	-4.8	?	0.0	1	13	-12	-6
O=C(c1c(O)cc(O)cc1O)C1c2c(cc(O)c3c2O[C@H](c2ccc(O)cc2)[C@@H](O)C3)OC1c1ccc(O)cc1 (stereo partly drawn)	-22	1.7	4	0.1	-1	3	-18	-67

# Remaining list, next part.
SMILES	EWS-Fli inh	F508del corr	DENV2 CPE rescue	Xi reactivation	ERp5 inh	PAX8 reporter	GSIS activator	ARNT-TACC3 inh
COCCCn1c(SC(C)C(=O)NC2CC2)nc2ccccc2c1=O (stereo not drawn)	-3	0.3	0	-0.1	-2	-12	-11	0
CCOC(=O)Cc1csc(NC(=O)CSc2ccc(Br)cc2)n1	.	.	.	0.0	.	34	-11	-7
Cc1ccc(C2CC2c2n[nH]c(=S)n2-c2ccc(C)cc2)cc1 (stereo not drawn)	18	0.0	-3	.	-5	.	2	-3
CC1(C)CC(=O)C=C(NC2CCCC(O)C2)C1 (stereo not drawn)	-1	0.0	.	0.1	4	-17	-2	13
CC1=NNC(=O)C(CC(=O)Nc2ccc(Cl)c(Cl)c2)C1 (stereo not drawn)	.	.	.	0.0	.	3	-2	-2
Cc1nnc(SCC(=O)Nc2cccc(S(=O)(=O)NC3=NCCCCC3)c2)n1Cc1ccccc1	0	1.0	-6	0.5	-1	8	-4	0
Cn1c2ccc(F)cc2c2nnc(SCCN3CCCCC3)nc21	-2	-0.1	5	0.2	3	12	-1	5
O=C(c1cc2c(s1)-c1ccccc1OC2)N1CCc2ccccc2C1	-9	0.6	-6	0.0	2	-21	.	-3
CN1CCN(C(=S)c2ccc([N+](=O)[O-])cc2)CC1	-10	.	-1	0.1	-4	-8	-4	-4
C[C@@H]1CN([C@H](C)CO)C(=O)c2cc(NC(=O)Cn3cnnn3)ccc2O[C@@H]1CN(C)Cc1ccncc1	-4	2.0	3	0.5	1	-8	23	-8
Cc1ccc(NC(=O)CSc2nnc(Cn3c(=O)sc4ccccc43)n2C)cc1	-1	0.4	2	0.2	2	4	-7	.
O=C(C[C@H]1CC[C@H]2[C@@H](COC[C@@H](O)CN2Cc2ccncc2)O1)NCc1ccncc1	-2	-2.1	-2	0.0	2	-8	27	-11
Cc1csc2ncc(C(=O)NC(C)c3ccccc3)c(=O)n12 (stereo not drawn)	2	-0.5	3	0.1	2	2	13	4
Cn1cc(Cl)c(C(=O)OCC(=O)Nc2ccc(S(N)(=O)=O)cc2)n1	1	-3.8	7	-0.1	5	-15	0	-3
CCOC(=O)CNC(=O)C1CCC(CNS(=O)(=O)c2cccc3nsnc23)CC1 (stereo not drawn)	.	1.7	?	0.2	3	-11	2	10
CCN(CC(=O)Nc1c(F)cccc1F)C(=O)CNC(=O)C1CCCCC1	2	2.4	-5	0.0	-5	-3	9	-5
CC(=O)N1[C@H](CO)[C@H](c2ccccc2)[C@@H]1CNC(=O)c1ccncc1	.	-0.9	-3	-0.1	-1	.	5	.
COC(=O)/C(=C1/Oc2cc(C)oc(=O)c2S1)C(F)(F)F	54*	-3.2	-1	.	3	.	1	-4
C[C@@H]1CCCCO[C@H](CN(C)S(=O)(=O)c2ccccc2)[C@@H](C)CN([C@@H](C)CO)C(=O)c2cc(NS(=O)(=O)c3ccc(F)cc3)ccc2O1	.	1.7	25*	0.0	14	1	-14	.
CCCOc1ccc(N2C(=O)CC(N3CCN(c4ccccc4OC)CC3)C2=O)cc1 (stereo not drawn)	-6	0.5	1	0.3	0	-3	-8	3
NC(c1csc(Nc2ccc(C(=O)c3ccccc3)cc2)n1)c1ccccc1Cl (stereo not drawn)	22	-2.8	10	0.0	1	8	14	.
Cc1cc(Cl)ccc1OC(C)C(=O)Nc1ccc(C(=O)Nc2ccccc2C(=O)O)cc1 (stereo not drawn)	.	0.2	19	0.1	-20	-8	-45	2
Cc1ccc(N(CC(=O)NC2CCCCC2)C(=O)CNC(=O)c2ccco2)c(C)c1	4	3.0	-3	0.1	1	2	-4	.
Cc1ccc(NC(=O)C2CCN(S(=O)(=O)c3ccc4[nH]c(=O)oc4c3)CC2)cc1F	.	-0.5	1	0.0	4	3	-2	-9
CC(C)c1cc(NCCN2CCOCC2)n2c(nc3ccccc32)c1C#N	3	-2.8	-4	-0.1	0	13	19	3
O=C(CNC(=O)c1ccc(Cl)cc1Cl)OCc1nc2ccccc2s1	6	.	-1	0.3	1	-19	-14	-3
CCN(CC)S(=O)(=O)c1ccc(NC(=O)COC(=O)c2ccc(-n3nc(C)cc3C)cc2)cc1	2	1.4	?	.	5	.	-6	4
Cc1cccc(NC(=O)c2cccc(NC3=NC4CS(=O)(=O)CC4S3)c2)c1 (stereo not drawn)	-2	-3.8	3	0.0	-7	-7	-1	-1
Cc1ccc2c(c1)c1c3n2CCN(C=O)C3CCC1 (stereo not drawn)	15	1.4	1	0.0	2	15	7	15
O=C(O)c1ccc2c(=O)n3c(nc2c1)/C(=C/c1ccc(OC(F)F)cc1OC(F)F)CC3	-1	-1.8	-1	0.2	2	-3	0	-5
CCCNC(=O)C[C@H]1CC[C@H]2[C@H](COc3ccc(NC(=O)c4cccc(F)c4)cc3C(=O)N2C)O1	-2	1.4	12	0.1	11	-5	-2	-5
Cc1ccc(NC(=S)NCCN2CCOCC2)cc1F	-4	-1.9	-4	6.3	3	-36	-11	6
CC1=C(C(=O)N2CCOCC2)CC(CC(=O)NCc2cccc3ccccc23)C(=O)N1Cc1ccccc1 (stereo not drawn)	-5	-2.0	8	0.0	4	-9	-12	.
CCOc1ccc(CCNC(=O)COC(=O)/C=C/c2ccc(C)o2)cc1OCC	8	2.3	-2	0.0	0	.	.	-4
COc1ccc(Br)cc1/C=N/Nc1ccc(Cl)c(C(=O)O)c1	16	-0.3	8	0.0	3	-3	7	-3
COc1ccc(-c2csc(Nc3ccc(S(=O)(=O)Nc4cc(OC)nc(OC)n4)cc3)n2)cc1	.	.	.	0.0	.	-8	-11	4
C[C@@H]1CN([C@@H](C)CO)C(=O)c2cc(NC(=O)C3CCCCC3)ccc2O[C@@H](C)CCCCO[C@@H]1CN(C)S(=O)(=O)c1cccs1	4	1.1	-1	-0.4	-1	.	-3	3
Cc1ccc(-c2nc(CS(=O)(=O)CC(=O)NC3CC3)c(C)o2)cc1	-6	-5.9	12	0.1	5	-4	-5	-23
COc1ccc(SCCCn2c(=O)c3c(ncn3C)n(C)c2=O)cc1	-15	1.0	4	0.5	-1	-9	-2	4
O=C(N/N=C/c1ccc[nH]1)c1ccc([N+](=O)[O-])cc1	12	.	3	0.1	4	-12	.	-3
